Source: PubChem
HepG2 viability = qHTS for Inhibitors of TGF-b: Cytotox Counterscreen; HepG2 CAGA-GFP viability, ATP luminescence, 18 h; Potency, µM (titrated, usually from 46.1 µM), for inactives: at the highest dose activity change, negative = cytotoxicity, hits mostly cytotoxic; 410,000 tested, 0.76% active; note: potency is the fitted concentration of half-maximal effect; some results filed as inactive show a strong effect at the top dose
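CellTiter-Glo luminescence gave cytotoxicity after 18 hours at 37 degrees C. The cells were HepG2 CAGA-GFP in 1% FBS DMEM, stimulated with 500 pg/mL TGF-beta after compound addition. %Activity was normalised to no-cell wells (complete cell-killing) and DMSO (no toxicity), and curves were fitted and classified.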
ATXN2 expr inh = Primary qHTS for Inhibitors of ATXN expression; HEK-293 ATXN2-luciferase reporter, luminescence, 24 h; Potency, µM (highest dose often 57 µM), for inactives: at the top dose activity change, negative = inhibition, actives largely listed as inhibitors; 360,000 tested, 0.72% active; AID 1745845, 2022; note: potency is the fitted concentration of half-maximal effect; % is set by controls: 0 for no effect and ±100 for the full control effect; nearly all actives have a fitted effect of over 55% in size
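qHTS (up to 57 uM final) was run with 24 h compound exposure of reporter cells at 37 °C. Each well was multiplexed: SteadyGlo luminescence measured ATXN2-luciferase expression after a fluorogenic Gly-Phe-AFC viability readout (25 uM final).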
Nrf2 ARE act = qHTS of Nrf2 Activators; AREc32 ARE-luciferase reporter (MCF7-derived line), luminescence, 24 h; Potency, µM (top dose mostly 46.1 µM), for inactives: at the top dose activation, actives largely listed as activators; 410,000 tested, 0.31% active; AID 624171, 2012; note: potency is the fitted concentration of half-maximal effect; % of control where 0% means no effect; nearly all actives have a fitted effect of over 65% in size
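ARE-driven firefly luciferase activity in AREc32 cells measured after a 24 hr compound exposure at 37 deg C, using Steady-Glo reagent and a 30 min room-temperature hold.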
ATXN viability = Viability Counterscreen for Primary qHTS for Inhibitors of ATXN expression. S2 cells (HEK-293 line with an ATXN2-luciferase reporter) viability, CellTiter-Fluor protease fluorescence, 24 h. Potency, µM (top dose mostly 56.7 µM), actives largely listed as cytotoxic. 400,000 tested, 0.49% active; note: potency is the fitted concentration of half-maximal effect; nearly all actives have a fitted effect of over 40% in size
A549 tox = Nrf2 qHTS screen for inhibitors: counterscreen for cytotoxicity | A549 ARE-Fluc cells, CellTiter-Fluor viability, 18-24 h | Potency, µM (doses to about 46 µM), inactives show at the top dose activity change, negative = cytotoxicity, hits mostly inhibitors | 390,000 tested, 0.16% active | AID 504648, 2011; note: potency is the fitted concentration of half-maximal effect; % is set by controls: 0 for no effect and ±100 for the full control effect
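A549 ARE_Fluc cells in 5% FBS OPTI-MEM were exposed to compounds in concentration-response for 18-24 h at 37 deg C. Viability was read by CellTiter-Fluor fluorescence (Ex 405/Em 525) after 30 min, before the luciferase read.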
EPAC2 ag = qHTS for Agonist of cAMP-regulated guanine nucleotide exchange factor 4 (EPAC2): primary screen; Potency, µM (highest dose often 154 µM), inactives show top-dose activation, usual class: activators; AID 720711, 2013; Rap guanine nucleotide exchange factor 4 (Homo sapiens), Q8WZA2; 360,000 tested, 0.079% active; EPAC2 activation, biochemical qHTS; response scale: 100% = 6.5 mM cAMP response; note: potency is the fitted concentration of half-maximal effect; nearly all actives have a fitted effect of over 50% in size
Target sequence (Q8WZA2 whole entry, looked up): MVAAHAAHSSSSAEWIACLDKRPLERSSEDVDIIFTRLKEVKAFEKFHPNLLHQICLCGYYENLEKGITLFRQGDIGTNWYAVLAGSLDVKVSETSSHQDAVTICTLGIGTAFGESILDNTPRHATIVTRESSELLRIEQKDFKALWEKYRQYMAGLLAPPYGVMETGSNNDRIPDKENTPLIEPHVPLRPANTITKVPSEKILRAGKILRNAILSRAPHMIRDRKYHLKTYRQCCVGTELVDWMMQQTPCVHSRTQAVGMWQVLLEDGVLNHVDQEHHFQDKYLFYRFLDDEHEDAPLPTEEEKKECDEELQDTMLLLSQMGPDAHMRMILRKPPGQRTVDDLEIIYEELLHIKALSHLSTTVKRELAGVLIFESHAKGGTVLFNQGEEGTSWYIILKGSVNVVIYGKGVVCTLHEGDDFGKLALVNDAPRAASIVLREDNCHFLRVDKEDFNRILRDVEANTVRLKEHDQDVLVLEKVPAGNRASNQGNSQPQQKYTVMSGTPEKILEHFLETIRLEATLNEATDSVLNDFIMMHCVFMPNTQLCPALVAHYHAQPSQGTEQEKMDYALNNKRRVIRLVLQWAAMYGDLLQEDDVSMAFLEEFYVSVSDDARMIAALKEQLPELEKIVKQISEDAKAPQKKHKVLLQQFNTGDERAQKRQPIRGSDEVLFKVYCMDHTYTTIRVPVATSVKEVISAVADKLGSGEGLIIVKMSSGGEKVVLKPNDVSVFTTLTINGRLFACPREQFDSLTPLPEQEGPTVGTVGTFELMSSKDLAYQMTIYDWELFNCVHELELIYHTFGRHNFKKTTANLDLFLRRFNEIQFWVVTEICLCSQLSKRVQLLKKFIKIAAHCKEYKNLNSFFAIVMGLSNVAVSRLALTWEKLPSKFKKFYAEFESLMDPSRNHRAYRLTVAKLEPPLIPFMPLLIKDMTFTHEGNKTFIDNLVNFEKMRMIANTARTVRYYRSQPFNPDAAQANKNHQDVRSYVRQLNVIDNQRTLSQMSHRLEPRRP
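Readout is BODIPY fluorescence (480 nm excitation, 540 nm emission), which falls as labeled GDP is exchanged off Rap1B. EPAC2 at 100 nM acted on 250 nM RAP1B-BODIPY-GDP with 50 uM GDP present.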
Nrf2 block = Nrf2 qHTS screen for inhibitors | 360,000 tested, 2.1% active | A549 ARE-Fluc reporter, luciferase luminescence, 18-24 h | Potency, µM (titrated, usually from 46 µM), without a hit: at the highest dose activity change, negative = inhibition, most hits filed as inhibitors | AID 504444, 2011; note: potency is the fitted concentration of half-maximal effect; % is set by controls: 0 for no effect and ±100 for the full control effect; nearly all actives have a fitted effect of over 60% in size
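Reporter: ARE-Fluc in A549. Exposure: 18-24 h, 37 °C, 5% CO2, 5% FBS OPTI-MEM. Readouts: fluorescent cytotoxicity (CellTiter-Fluor), then luminescent Nrf2 signal after BugLite.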
TGFb inhibitor = qHTS for Inhibitors of TGF-b | HepG2 CAGA-GFP TGF-b/SMAD3 reporter, GFP fluorescence, 18 h; TGF-beta stimulated, 500 pg/mL final | Potency, µM (highest dose often 46.1 µM), inactives show top-dose activity, negative = inhibition, usual class: inhibitors | 410,000 tested, 1.2% active | AID 588855, 2011; note: potency is the fitted concentration of half-maximal effect; % is set by controls: 0 for no effect and ±100 for the full control effect; nearly all actives have a fitted effect of over 65% in size
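HEPG2 CAGA-GFP reporter cells (1000/well, DMEM with 1% FBS) received compounds, then recombinant TGF-beta at 500 pg/mL final for 18 hours at 37 degrees C. Per-cell GFP summed per well was normalised to unstimulated and stimulated DMSO controls before curve fitting.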
IL2 activator = qHTS of IL-2 Activators; IL-2 activation reporter assay, cell-based qHTS; stimulated with anti-CD3/CD4/CD28 beads; in transgenic mouse T cells; activation, % (series mostly up to about 46 µM); 360,000 tested, 0.065% active; AID 652025, 2013; in the data active = activation above about 50%; inconclusive = mostly about 30% to 49%; note: 0% is about no effect
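Unstimulated transgenic mouse T cells, 750 per well, received compound and, after 60 minutes, anti-CD3/anti-CD4 bead plus anti-CD28 stimulation. EGFP and DsRed were quantified after 18 hours.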
Active calls of the source: *; i = inactive; ? = inconclusive; . = not tested or not shown; [ ] = remark or other dose. Unless noted, calls come from the whole dose curve; as a rule, active = well fitted curve in the direction sought with a large enough effect; inconclusive = small, poorly fitted or top-dose-only effect, or another doubt; inactive = no such curve, though single readings can be large; an effect the other way counts as inactive or inconclusive.

Values run as follows: ATXN viability, HepG2 viability, Nrf2 ARE act, TGFb inhibitor, EPAC2 ag, Nrf2 block, A549 tox, ATXN2 expr inh, IL2 activator
> Cn1cccc1C(=O)NC1CCCCCC1
→ ?, -5%, 4.3%, 24%, 17%, ?, 1%, ., 0.0
> CCOC(=O)C1CCN(c2nc3c(S(=O)(=O)c4ccccc4)nnn3c3ccsc23)CC1
→ ., -28%, -0.2%, -36%, ., ?, 7%, ., .
> O=C(CCc1ccncc1)NC1CCCc2c1cnn2-c1cc(F)cc(F)c1 (stereo not given)
→ i, -22%, 1.9%, -2%, 4%, -7%, 5%, -17%, -0.9
> COc1ccc(CN2CCC3CC2c2cc(Cl)ccc23)cc1 (stereo not given)
→ i, -7%, 0.2%, -26%, 16%, 13%, 3%, -25%, 0.1
> C[C@H](CO)N1C[C@H](C)[C@H](CN(C)Cc2ccccc2)Oc2ncc(Br)cc2C1=O
→ i, 1%, 0.2%, 4%, 2%, ., ., -9%, -1.1
> COC(=O)c1ccccc1N1C(=O)[C@@H]2C(c3ccc(F)cc3)=NO[C@@H]2C1=O
→ i, 13%, -0.5%, 23%, -7%, ., 4%, -1%, -1.0
> CCCNC(=O)C(=O)N/N=C/c1cccs1
→ i, -10%, 0.4%, -6%, 2%, 7%, 0%, 21%, -5.1
> O=C(c1ccc(CSc2ccccc2)cc1)N1CCN(c2ccccc2)CC1
→ i, -22%, -0.3%, -6%, 1%, -3%, 0%, 1%, -2.1
> COc1ccc(C2/C(=C(/O)c3ccc4c(c3)CC(C)O4)C(=O)C(=O)N2CCN2CCOCC2)cc1OC (stereo not given)
→ i, -13%, -0.1%, -13%, 16%, 5%, 5%, 3%, -0.2
> CCN(CC)S(=O)(=O)c1csc(C(=O)OCC(=O)c2ccccc2)c1
→ i, -4%, -0.1%, 1%, 13%, 11%, 2%, -5%, -1.8
> COc1ccc(CNC(=O)C2CCN(c3cc(C(=O)Nc4cccc(OC)c4)ccn3)CC2)cc1
→ i, -15%, 3.3%, -7%, 10%, ?, -1%, -30%, -3.2
> Cc1ccc(CC2CC(=O)N(c3cc(C)on3)C2=O)cc1 (stereo not given)
→ i, -1%, -0.3%, 0%, 4%, -2%, 6%, 1%, 0.5
> Cc1ccc(S(=O)(=O)CCC(=O)NCc2ccco2)cc1
→ i, -1%, -0.6%, -3%, 3%, ?, -5%, -1%, 0.3
> CCOc1ccc(C2OCCC(C)O2)cc1OC (stereo not given)
→ i, -15%, -0.4%, -10%, 3%, -4%, 2%, 2%, -0.5
> COc1ccc(NC(=O)CSc2nnc(-c3cc(C)[nH]n3)n2N)cc1OC
→ i, 6%, 0.6%, -2%, 0%, 0%, 1%, -19%, 0.0
> COC(=O)c1cc(NC(=O)C2CC2)cc(C(=O)OC)c1
→ i, 4%, 0.4%, -12%, 5%, -3%, 0%, 0%, -1.4
> Cn1c(SCc2nn[nH]n2)nc2c1c(=O)n(Cc1ccccc1Cl)c(=O)n2C
→ i, 0%, -0.8%, -1%, -10%, 5%, -4%[1.84 µM], -2%, 2.0
> COc1ccc(N2C(=O)N3[C@H](c4cccc(C)c4)[C@@H]4C(=O)N(Cc5ccccc5)C(=O)[C@@H]4[C@]3(Cc3ccccc3)C2=O)cc1
→ i, 0%, -0.5%, 6%, 0%, -4%, -5%, -3%, 0.0
> CC(=O)N1CCCc2cc(S(=O)(=O)N3CCCC(C(=O)Nc4ccc(C)c(F)c4)C3)ccc21 (stereo not given)
→ ?, -2%, 4.7%, -29%, ., ., 4%, ?, .
> Cc1ccc(Sc2cc(C(=O)NCCCN(C)C)c3ccccc3n2)cc1
→ ?, -14%, 0.0%, 10%, 6%, 0%, 11%, -20%, 1.1
> CCN(CC)S(=O)(=O)c1ccc2c(c1)oc(=O)n2CC(=O)N(C)C1CCCCC1
→ i, -49%, 0.0%, -11%, -2%, -6%, 2%, 1%, 0.0
> COCCOC(=O)c1c(C)oc2ccc(OCc3ccccc3)cc12
→ i, 1%, -0.6%, -7%, 5%, ?, -5%, ., -4.7
> CC(C)C(C(=O)NCC1CCCO1)N(CC1CCCO1)C(=O)CNS(=O)(=O)c1ccccc1 (stereo not given)
→ i, 0%, -0.5%, 8%, 6%, -3%, -7%, 2%, -0.1
> Cc1nnsc1S(=O)c1ccc(F)cc1 (stereo not given)
→ i, 2%, 19%, 0%, 10%, -17%, 1%, 17%, -3.3
> Cc1ccc(C(=O)N(CC(=O)NC2CCCC2)c2cccc(F)c2)s1
→ i, -2%, 2.0%, 2%, 4%, 5%, 1%, -17%, -3.4
> O=C(CN1c2cccc3cccc(c23)S1(=O)=O)NCc1ccccc1Cl
→ i, -17%, 4.1%, -6%, 10%, ., ., ., -3.5
> O=C(/C=C/Nc1ccc(Br)cc1F)c1ccccc1
→ i, -1%, ?, -5%, 2%, ., 0%, -56%, -0.6
> CC(C)CC1Nc2ncnc(N3CCN(c4ccccc4)CC3)c2N(Cc2ccc(Br)cc2)C1=O (stereo not given)
→ i, -16%, 3.1%, -3%, 3%, -9%, 1%, -3%, 0.6
> CCC1CCc2sc(C(=O)NCC(c3ccc(OC)cc3)N3CCCC3)cc2C1 (stereo not given)
→ i, -33%, 3.1%, ?, -2%, 13%, -14%, -8%, 0.6
> COc1ccc(N2CCN(CCCNC(=O)c3cnn(-c4ccc(C)cc4)c3-n3cccc3)CC2)cc1
→ ., -15%, 0.2%, ?, ., ?, 0%, ., .

Compound profiles, as listed above. Order of screens: ATXN viability, HepG2 viability, Nrf2 ARE act, TGFb inhibitor, EPAC2 ag, Nrf2 block, A549 tox, ATXN2 expr inh, IL2 activator
Entry for O=C(/C=C/Nc1ccc(Br)cc1F)c1ccccc1 = i, -1%, ?, -5%, 2%, ., 0%, -56%, -0.6
Entry for Cn1c(SCc2nn[nH]n2)nc2c1c(=O)n(Cc1ccccc1Cl)c(=O)n2C = i, 0%, -0.8%, -1%, -10%, 5%, -4%[1.84 µM], -2%, 2.0

Next section
Values run as follows: ATXN viability, HepG2 viability, Nrf2 ARE act, TGFb inhibitor, EPAC2 ag, Nrf2 block, A549 tox, ATXN2 expr inh, IL2 activator
> NC(=O)c1cc(NC(=O)COC(=O)CCCN2C(=O)c3cccc4cccc(c34)C2=O)cc(C(N)=O)c1
→ i, 5%, 0.0%, 12%, 6%, -22%, 2%, 4%, -0.1
> CNc1nc2c(c(=O)[nH]c(=O)n2C)n1CCCc1ccccc1
→ i, -16%, 0.1%, -9%, -1%, 1%, 11%, -9%, 0.3
> CC1(C)Cc2c(sc3c2c2ncnn2c2nnc(SCC(=O)NCc4ccco4)n32)CO1
→ i, 11%, -0.2%, 17%, 11%, ., -8%, 1%, -0.1
> NC(=O)c1cccc(-c2coc3c(C(=O)NCc4ccccc4)cccc23)c1
→ ?, -18%, 2.8%[9.22 µM], ?, 16%, ., ., 4%, -0.7
> N#Cc1nc(-c2ccc(OCc3ccc(Cl)cc3)cc2)oc1N1CCCC1
→ ., 11%, ., -3%, ., 7%, -6%, ., .
> CN1CCc2c(sc3c2C(=O)NC(c2ccccc2)N3)C1 (stereo not given)
→ ., -15%, 10%, 4%, -2%, ?, -1%, -3%, 3.6
> CCOc1cc(/C=N\NC(=O)OC(C)(C)C)ccc1OC(=O)c1ccco1
→ i, 22%, 3.5%, 13%, 15%, ?, 2%, -15%[11.3 µM], -0.3
> c1cc(-c2nnc3sc(C4CCCCC4)nn23)ccn1
→ i, 6%, 0.1%, -6%, 6%, -23%, ., 19%, 0.6
> COc1ccccc1NS(=O)(=O)c1cc(NC(=O)Cn2cnc3c2c(=O)n(C)c(=O)n3C)ccc1C
→ i, -24%, 0.1%, ?, 6%, 16%, 4%, -3%, 0.4
> Cn1c(-c2sc3cc(C(F)(F)F)cnc3c2-c2ccccc2)n[nH]c1=S
→ i, -2%, -0.5%, -27%, 6%, ., -9%, 6%, -0.3
> CSCc1cc(N2CCOCC2)nc(SCc2ccc(Cl)cc2Cl)n1
→ i, -28%, -0.4%, -13%, 15%, ?, 5%, -21%, -0.7

Entries from the list above that have fluorine:
Values run as follows: ATXN viability, HepG2 viability, Nrf2 ARE act, TGFb inhibitor, EPAC2 ag, Nrf2 block, A549 tox, ATXN2 expr inh, IL2 activator
> O=C(CCc1ccncc1)NC1CCCc2c1cnn2-c1cc(F)cc(F)c1 (stereo not given)
→ i, -22%, 1.9%, -2%, 4%, -7%, 5%, -17%, -0.9
> COC(=O)c1ccccc1N1C(=O)[C@@H]2C(c3ccc(F)cc3)=NO[C@@H]2C1=O
→ i, 13%, -0.5%, 23%, -7%, ., 4%, -1%, -1.0
> CC(=O)N1CCCc2cc(S(=O)(=O)N3CCCC(C(=O)Nc4ccc(C)c(F)c4)C3)ccc21 (stereo not given)
→ ?, -2%, 4.7%, -29%, ., ., 4%, ?, .
> Cc1nnsc1S(=O)c1ccc(F)cc1 (stereo not given)
→ i, 2%, 19%, 0%, 10%, -17%, 1%, 17%, -3.3
> Cc1ccc(C(=O)N(CC(=O)NC2CCCC2)c2cccc(F)c2)s1
→ i, -2%, 2.0%, 2%, 4%, 5%, 1%, -17%, -3.4
> O=C(/C=C/Nc1ccc(Br)cc1F)c1ccccc1
→ i, -1%, ?, -5%, 2%, ., 0%, -56%, -0.6
> Cn1c(-c2sc3cc(C(F)(F)F)cnc3c2-c2ccccc2)n[nH]c1=S
→ i, -2%, -0.5%, -27%, 6%, ., -9%, 6%, -0.3
